Bioassay records as filed in PubChem BioAssay.
PHOSPHO1 inh = PubChem AID 1565 | Phosphoethanolamine/phosphocholine phosphatase (Homo sapiens), Q8TCT1 | recombinant PHOSPHO1, absorbance phosphatase assay | inhibition, % at 13.3 µM | 290,000 tested, 1.1% active; in the data active means inhibition above about 60%
Target sequence (Q8TCT1 whole entry, looked up): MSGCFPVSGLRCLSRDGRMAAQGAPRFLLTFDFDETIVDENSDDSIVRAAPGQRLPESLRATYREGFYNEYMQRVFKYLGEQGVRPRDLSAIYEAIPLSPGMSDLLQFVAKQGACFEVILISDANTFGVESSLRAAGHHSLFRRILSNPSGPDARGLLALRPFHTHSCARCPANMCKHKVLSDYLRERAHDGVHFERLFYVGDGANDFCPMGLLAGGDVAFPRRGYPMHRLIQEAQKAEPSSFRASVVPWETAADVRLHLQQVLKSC
MEKK3 PB1 HTS = modulators of MEKK3-MEK5 PB1 binding, primary screen, biochemical, wildtype MEKK3, multiplex bead flow cytometry, Alexa488-MEK5; 290,000 tested, 1.4% active; bead-based flow cytometry, Alexa488-MEK5 binding to MEKK3; actives lie on both sides; 0 = blocked by unlabeled MEK5, 100 = vehicle; binding response (% of control), % at 10 µM;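 active means binding response more than 3 SD above or below the average of its plate-row segment, actives on both sides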;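 further: Alexa488 bead fluorescence after subtracting the streptavidin-only scavenger bead signal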
Target sequence (Q99759 whole entry, looked up): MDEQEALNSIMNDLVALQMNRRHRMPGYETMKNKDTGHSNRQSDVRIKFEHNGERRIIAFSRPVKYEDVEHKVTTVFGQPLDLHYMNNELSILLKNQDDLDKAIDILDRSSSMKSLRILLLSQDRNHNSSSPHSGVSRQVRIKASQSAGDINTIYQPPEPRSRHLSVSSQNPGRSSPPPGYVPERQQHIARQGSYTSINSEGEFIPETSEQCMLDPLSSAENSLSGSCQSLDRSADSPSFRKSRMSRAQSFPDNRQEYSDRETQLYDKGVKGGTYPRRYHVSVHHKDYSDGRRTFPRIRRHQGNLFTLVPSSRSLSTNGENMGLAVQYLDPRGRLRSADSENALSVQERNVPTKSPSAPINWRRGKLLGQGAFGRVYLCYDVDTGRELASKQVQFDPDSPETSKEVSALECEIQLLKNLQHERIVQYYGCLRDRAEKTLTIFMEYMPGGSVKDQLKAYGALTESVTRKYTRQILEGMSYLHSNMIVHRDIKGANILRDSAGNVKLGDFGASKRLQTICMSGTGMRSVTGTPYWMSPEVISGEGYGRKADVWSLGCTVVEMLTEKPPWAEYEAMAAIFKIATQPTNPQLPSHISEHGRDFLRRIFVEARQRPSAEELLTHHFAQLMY
SUMO HTRF inh = inhibitors of in vitro SUMOylation cascade, primary screen, biochemical, HTRF, uHTS | 290,000 tested, 0.36% active | SUMO-conjugating enzyme UBC9 (Homo sapiens), P63279 | inhibition, % at 35 µM | HTRF SUMOylation assay, SAE1/SAE2 + UBC9; in the data active means inhibition above about 50%, passing the limit was not always enough; further: strong numbers were not always called active
Target sequence (P63279 whole entry, looked up): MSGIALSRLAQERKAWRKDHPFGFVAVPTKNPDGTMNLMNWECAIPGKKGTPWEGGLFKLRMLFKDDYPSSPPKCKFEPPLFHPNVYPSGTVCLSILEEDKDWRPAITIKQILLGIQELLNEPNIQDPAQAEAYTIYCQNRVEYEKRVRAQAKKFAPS
IDE act = human IDE activators in live cells, primary screen, fluorescence polarization, HEK cells, FAbeta-B substrate; 340,000 tested, 0.073% active; activation, % at 5.96 µM; Insulin-degrading enzyme (Homo sapiens), P14735; FAbeta-B cleavage; 0% vehicle, 100% cell-free pure enzyme wells; AID 493087, 2011;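 active means activation above the mean of all tested compounds plus 3 SD, set per screening campaign, cut at about 17% in these data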
HCV NS3 hel inh = inhibitors of HCV NS3 helicase, primary screen, biochemical, Cy5 molecular beacon fluorescence; Hepatitis C virus NS3 helicase; AID 1800, 2009; 290,000 tested, 0.56% active; inhibition, % at 10.9 µM; NS3 helicase DNA unwinding;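 active means inhibition above the mean of all tested compounds plus 3 SD, set per campaign, cut at about 35% in these data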;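 further: 0% = DMSO wells and 100% = thioflavine S control wells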
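System: NS3 helicase fragment of HCV / Schedule: 1 h at 25 °C / Control set: DMSO alone as 0% and 110 µM thioflavine S as 100% / Reagent: Cy5/quencher beacon DNA duplex and ATP to start / Technique: Cy5 fluorescence / Replication: singlicate / Evaluation: % inhibition of end-to-start signal ratio versus controls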
pCIP destab = p/CIP-EGFP fusion destabilizers, primary screen, fluorescence, F442A cells. Q05BA5. 16 h. decrease of EGFP signal, % at 10 µM. 290,000 tested, 0.01% active;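 active means EGFP signal decrease of at least 30% at 10 µM or well 3 SD below plate mean, unless failing retest; inactive means the rest, including hits failing retest or dose response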; further: some compounds called inactive have numbers as strong as hits; many of its hits are not listed in these tables
FID counter = compounds displacing fluorescent DNA intercalator, primary screen, artefact control for HCV NS3 helicase inhibitor project, biochemical, FID fluorescence; 290,000 tested, 0.17% active; inhibition, % at 7.9 µM; DNA fluorescent intercalator displacement; in the data active means inhibition above about 37%;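 further: 0% = vehicle and 100% = reference compound; higher means more ethidium bromide displaced from hairpin DNA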
IMP-1 inh = IMP-1 metallo-beta-lactamase inhibitors, primary screen, biochemical, epi-absorbance readout, Pseudomonas aeruginosa enzyme; purified IMP-1, nitrocefin hydrolysis, epi-absorbance fluorescence; AID 1556, 2009; 290,000 tested, 0.45% active; metallo-beta-lactamase IMP-1 (Pseudomonas aeruginosa); inhibition, % at 5.6 µM;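 active means inhibition above the mean plus 3 SD of all compounds in the same screening run, cut at about 4.5% in these data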;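 further: 0% = IMP-1 with DMSO and 100% = DMSO wells lacking enzyme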
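System: purified IMP-1; amount: IMP-1 0.2 nM before substrate addition; compound: single dose, 5.6 µM; times: 25 °C, 15 min preincubation, 25 min reaction; signal: Epi-absorbance via hydrolysed-nitrocefin quenching of white-plate fluorescence, 480/530 nm, EDTA stop; benchmarks: DMSO with and without IMP-1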
VIM-2 inhibitor = VIM-2 metallo-beta-lactamase inhibitors, primary screen, biochemical, epi-absorbance readout, Pseudomonas aeruginosa enzyme. purified VIM-2, nitrocefin hydrolysis, epi-absorbance fluorescence. AID 1527, 2009. inhibition, % at 5.6 µM. 290,000 tested, 0.89% active;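 active means inhibition above the mean of all tested compounds plus 3 SD, cutoff set per screening run, cut at about 7.5% in these data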;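 further: red hydrolysis product quenches plate fluorescence so inhibitors raise well fluorescence; 0% = enzyme with DMSO and 100% = DMSO without enzyme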
Numbers without * were called inactive; x = no result given.

SMILES | PHOSPHO1 inh | MEKK3 PB1 HTS | SUMO HTRF inh | IDE act | HCV NS3 hel inh | pCIP destab | FID counter | IMP-1 inh | VIM-2 inhibitor
Cc1snc(SCc2ccc(Cl)cc2)c1C#N | -44 | 103 | 6 | 1 | 2 | -3 | -2 | -0.6 | 3.5
CC(=O)Nc1ccc(Oc2ccc([N+](=O)[O-])cc2Cl)cc1 | -1 | 91 | -20 | 1 | 4 | 3 | 6 | -2.7 | -3.0
CCOC(=O)c1cn(Cc2cccc(C)c2)nn1 | -11 | 86 | -7 | 3 | 6 | -19 | 0 | -0.3 | 0.0
O=C(Nc1ccc(Cl)c(Cl)c1)N1CCOCC1 | 44 | 95 | -8 | 5 | 5 | -14 | -4 | -4.5 | -3.6
COC(=O)c1ccc(C(=O)OC)c(NC(=O)CSCc2ccc(Br)cc2)c1 | 22 | 100 | -2 | -2 | -4 | -9 | -4 | -3.8 | -4.8
COc1ccc(-c2cc3c(=O)n(CC(=O)Nc4ccc(Cl)cc4)nc(C)n3n2)cc1 | 13 | 99 | 9 | -4 | -4 | -1 | 0 | -3.3 | -1.0
CC(C)CC(C(=O)NCC1CCCO1)N(C(=O)Cn1nnc(-c2ccc(F)cc2)n1)c1cccc(C(F)(F)F)c1 (stereo not given) | 22 | 99 | -41 | 2 | -1 | -2 | -2 | -1.9 | 0.6
O=C1NC(=O)/C(=C\c2ccc(Oc3ccc([N+](=O)[O-])cn3)cc2)S1 | -22 | 92 | -2 | 3 | 23 | -1 | -7 | -0.1 | -1.1
CCNC(=S)NNC(=O)C1CCN(Cc2ccccc2)CC1 | 12 | 105 | 2 | 2 | -2 | -11 | -4 | -6.5 | -1.6
Cc1ccc(C)c2nc3sc(C(=O)N4CCOCC4)c(N)c3cc12 | 28 | 99 | 32 | -3 | 17 | -11 | -8 | -3.2 | 3.5

Reprinted from the part before: two compounds; new compounds follow.
SMILES | PHOSPHO1 inh | MEKK3 PB1 HTS | SUMO HTRF inh | IDE act | HCV NS3 hel inh | pCIP destab | FID counter | IMP-1 inh | VIM-2 inhibitor
CCNC(=S)NNC(=O)C1CCN(Cc2ccccc2)CC1 | 12 | 105 | 2 | 2 | -2 | -11 | -4 | -6.5 | -1.6
Cc1ccc(C)c2nc3sc(C(=O)N4CCOCC4)c(N)c3cc12 | 28 | 99 | 32 | -3 | 17 | -11 | -8 | -3.2 | 3.5
c1cncc(CNc2cccc(-c3nc4ccccc4[nH]3)c2)c1 | -14 | 110 | 4 | 2 | 12 | -13 | 3 | -3.7 | -2.4
COC(=O)c1c(-c2ccc(OC)cc2)oc2ccc(-c3ccc(OC)nc3)cc12 | -2 | 104 | 7 | 5 | 2 | -4 | -2 | -1.8 | 1.2
COC(=O)C1=CN(c2cc(C)cc(C)c2)C=C(C(=O)OC)C1c1cccc(F)c1 | 5 | 103 | -6 | 2 | -5 | 7 | -16 | -0.8 | -1.1
Cc1ccccc1-n1c(SCC(=O)N2CCCCC2)nc(O)cc1=O | 18 | 99 | -3 | -3 | 9 | -11 | -59 | -3.8 | -1.6
O=C(Nc1nnc(S(=O)(=O)N2CCOCC2)s1)c1ccccc1Cl | -4 | 101 | 8 | 0 | 7 | 0 | -9 | -2.7 | -1.8
CC1(C)Nc2ccccc2N(CCC(=O)N2CCOCC2)C1=O | -14 | 96 | -5 | 3 | 1 | -5 | 1 | -1.4 | -0.8
CCN(CC)S(=O)(=O)c1ccc(NC(=S)NC(=O)CC(C)C)cc1 | 3 | 105 | -6 | 4 | -9 | -1 | -10 | -2.3 | -4.3
Cc1cc(OCC(=O)N2CCN(c3ccccc3)CC2)c2c(C)c(C)c(=O)oc2c1 | 12 | 103 | 14 | -4 | 8 | 3 | -13 | 0.1 | -1.2
CC(=O)c1cc(C#N)c(Oc2ccc(F)cc2)nc1C | -11 | 87 | -6 | 5 | -1 | -3 | -2 | -2.3 | -5.4
O=[N+]([O-])c1cccc(-c2ncc3ccccn23)c1 | 44 | 86 | 3 | 5 | -1 | -4 | 10 | -3.8 | 1.4
Cc1ccc(S(=O)(=O)c2c(C)nn(-c3ccccc3)c2OC(=O)c2ccc(Br)o2)cc1 | 10 | 102 | -2 | 2 | 0 | 7 | -5 | -4.0 | -1.0
O=C(C1CCN(Cc2nc(-c3ccc(Cl)cc3)no2)CC1)N1CCOCC1 | 11 | 107 | 28 | 3 | -3 | -2 | -29 | -2.6 | -1.1
C=CCSc1nc2sc3c(c2c(=O)n1-c1ccccc1)CCN(C)C3 | x | 103 | 0 | 1 | -50 | -2 | -8 | -1.9 | -0.9
Cn1c(=O)c(Oc2ccc(Cl)cc2)c(O)c2ccccc21 | -3 | 101 | -9 | 7 | 13 | -2 | -1 | -2.0 | -4.5
CCCCNC(=O)NCc1cnn(C)c1C | 17 | 99 | -3 | 0 | -1 | -10 | 0 | -1.2 | -2.2
Cc1ccc(Nc2cc(-n3cccn3)ncn2)c(C)c1 | 13 | 101 | 10 | -2 | 3 | -6 | -13 | -4.2 | -0.4
CCCCC1CC(/C(C)=N/NC(N)=O)OC1=O (stereo not given) | -14 | 93 | -2 | 6 | -7 | -10 | 2 | -1.0 | -2.0
COc1ccc(O)c(C(=O)/C=C/c2cc3ccccc3o2)c1 | x | 96 | x | 2 | -8 | x | 4 | -0.1 | -0.1
CC(C)C(NS(=O)(=O)c1ccc2c3c(cccc13)C(=O)N2)C(=O)O (stereo not given) | -2 | 103 | 30 | 4 | 6 | -11 | 1 | -2.9 | -2.6
CCCCc1cc(=O)oc2cc(C)cc(OCC(=O)NCc3cccnc3)c12 | -80 | 100 | 20 | 1 | 0 | 11 | -40 | -1.9 | 0.3
OC1CSc2nc3ccccc3n2C1 (stereo not given) | 2 | 83 | 10 | 1 | -6 | -8 | 0 | -1.4 | -0.1
CC(=O)Nc1cccc(C(=O)/C=C/c2ccc(N(C)C)cc2)c1 | 7 | 101 | 13 | -174 | -8 | -3 | -6 | -0.2 | 0.9
COc1ccc(C(=O)OC(COc2ccccc2)Cn2ccnc2)cc1 (stereo not given) | 5 | 97 | 18 | 0 | -15 | -5 | 2 | -2.4 | -4.0
O=C(Cn1cnc2c(nnn2Cc2ccccc2)c1=O)NCc1ccccc1Cl | 32 | 97 | 8 | 6 | 13 | -5 | 1 | -0.2 | -0.3
CCOC(=O)C1C(=O)NCC1c1ccccc1 (stereo not given) | 11 | 107 | 0 | -6 | 3 | -3 | -1 | -2.2 | 0.3
CC(=O)Nc1cc(C(=O)NCc2ccco2)ccc1Sc1ccc(F)cc1 | -1 | 102 | 15 | 4 | -4 | 2 | -11 | -2.0 | -1.1
CC1CCC2(CC1)NC(=O)N(CC(=O)Nc1ccc3c(c1)CCC3)C2=O (stereo not given) | 44 | 106 | -30 | 3 | -4 | -9 | -18 | -2.1 | -2.7
Cc1ccc(NC(=O)C2CCCN(C(=O)NCc3ccccc3)C2)c(C)c1 (stereo not given) | 10 | 103 | 11 | 7 | 1 | -11 | -20 | 0.5 | -5.5
Cc1cc(=O)c2cccc(Br)c2[nH]1 | -3 | 113 | 8 | 2 | -1 | -4 | -1 | -1.6 | -1.3
COc1ccccc1Cn1c(=S)[nH]c2cc(C(=O)NC(C)C)ccc2c1=O | 15 | 98 | 37 | 1 | 13 | 8 | -11 | -2.1 | -0.7
COC(=O)C1=C(C)N(CCc2cc(OC)c(OC)c(OC)c2)C(=O)N[C@H]1c1ccc(Br)cc1 | 6 | 96 | -4 | x | -13 | -6 | -47 | -3.6 | -4.0
O=C(Nc1ccc(Br)cc1)c1cc2ccccn2n1 | 23 | 93 | 8 | 0 | -11 | 1 | -2 | -0.6 | -1.0
Fc1ccc(N2CCN(Cc3cnc(Oc4ccc(Br)cc4)s3)CC2)cc1 | 12 | 107 | -36 | 6 | -6 | -4 | -5 | -3.3 | -3.0
Cc1ccc(N(Cc2cc3ccc(C)cc3[nH]c2=O)S(=O)(=O)c2ccccc2)cc1 | 29 | 105 | -18 | 7 | -15 | 6 | -28 | -2.2 | -1.2
COc1ccccc1CNC(=O)C(=O)c1cn(CC(=O)N2CCCC2)c2ccccc12 | 62* | 101 | 16 | 5 | 2 | 5 | -43 | -3.3 | -3.3
Cc1cc(C)c(S(=O)(=O)N(C)CC(N)=O)c(C)c1 | -14 | 105 | -7 | 0 | 1 | 0 | 2 | -0.9 | -2.4
CCCCC(=O)Nc1nc2c(OC)cc([N+](=O)[O-])cc2s1 | 28 | 97 | 20 | 0 | 3 | -7 | 11 | -3.2 | -3.5
CCC1(c2ccc(F)cc2)NC(=O)N(CC(=O)Nc2cc(S(=O)(=O)N(C)C)ccc2Cl)C1=O (stereo not given) | 6 | 99 | -15 | 1 | -9 | 1 | -33 | -2.1 | -2.6
CS(=O)(=O)N(CC(=O)O)c1cccc(Cl)c1 | 30 | 105 | 22 | 0 | -5 | 2 | -1 | -2.4 | -3.9
Clc1cccc(Oc2ncc(CN3CCOCC3)s2)c1 | 20 | 80 | -4 | 1 | -6 | -5 | -6 | -2.3 | -7.4

PHOSPHO1 inh, what is marked active above
compound | PHOSPHO1 inh | MEKK3 PB1 HTS | SUMO HTRF inh | IDE act | HCV NS3 hel inh | pCIP destab | IMP-1 inh | VIM-2 inhibitor
COc1ccccc1CNC(=O)C(=O)c1cn(CC(=O)N2CCCC2)c2ccccc12 | 62* | 101 | 16 | 5 | 2 | 5 | -3.3 | -3.3

The listing continues.
SMILES | PHOSPHO1 inh | MEKK3 PB1 HTS | SUMO HTRF inh | IDE act | HCV NS3 hel inh | pCIP destab | FID counter | IMP-1 inh | VIM-2 inhibitor
O=C(Nc1ccc([N+](=O)[O-])cc1)Nc1ccc(Cl)cc1F | 23 | 95 | 24 | 1 | 2 | -22 | 13 | -2.1 | -2.9
Fc1ccc(C2=Nn3c(nnc3-c3n[nH]c4c3CCC4)SC2)cc1 | 36 | 107 | 16 | -5 | -1 | -9 | -7 | -3.1 | 3.2
Nc1nonc1-n1nnc(C(=O)N/N=C/c2ccc(Br)cc2)c1-c1ccc2c(c1)OCO2 | -9 | 106 | 14 | -5 | 7 | -1 | -18 | -2.3 | -1.2
CCCCc1c(C)nn(-c2nnc3c4ccccc4n(CC)c3n2)c1C | 26 | 98 | 5 | 4 | -3 | -25 | -8 | -4.5 | -3.0
Cc1ccc([N+](=O)[O-])cc1-c1[nH]c(-c2ccc(O)c(O)c2)nc1-c1ccccc1 | 17 | 93 | -6 | 4 | 15 | -1 | -4 | -0.2 | -1.3
Cc1ccc(S(=O)(=O)N(CC(=O)N2CCOCC2)C2CCCCC2)cc1 | -31 | 91 | -10 | 3 | -4 | -1 | -22 | -2.2 | 1.7
CC(=O)c1ccc(S(=O)(=O)N2CCN(C(C)=O)CC2)cc1 | 7 | 98 | -5 | 8 | 2 | 6 | 1 | -2.8 | -3.3

An excerpt. The share of hits here may be higher or lower than overall.
